PMI act: activators of human PMI, primary screen, biochemical, fluorescence intensity, near-Km mannose 6-phosphate | Mannose-6-phosphate isomerase (Homo sapiens), P34949 | purified human PMI, coupled resazurin fluorescence, 20 min; stronger effect = higher value; 1 = vehicle control, 0 substrate-free wells | activation factor at 20 µM | 0.005% of 190,000 active | AID 1214, 2008;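 active = activation factor of 2 or more at 20 µM, relative to plate controls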
Target sequence (P34949 whole entry, looked up): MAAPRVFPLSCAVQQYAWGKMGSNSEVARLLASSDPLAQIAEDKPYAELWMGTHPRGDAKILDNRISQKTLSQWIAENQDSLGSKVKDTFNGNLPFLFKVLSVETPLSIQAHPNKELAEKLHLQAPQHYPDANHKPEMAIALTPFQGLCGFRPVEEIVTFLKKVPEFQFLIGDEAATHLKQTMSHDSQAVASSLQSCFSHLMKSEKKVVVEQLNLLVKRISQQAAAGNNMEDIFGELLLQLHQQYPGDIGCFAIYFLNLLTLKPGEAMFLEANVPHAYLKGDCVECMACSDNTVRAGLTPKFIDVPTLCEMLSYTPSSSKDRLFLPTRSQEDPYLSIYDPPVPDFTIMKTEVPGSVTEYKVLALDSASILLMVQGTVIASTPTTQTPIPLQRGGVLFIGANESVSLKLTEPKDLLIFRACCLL
RAM inhibit: inhibitors of the yeast RAM network, primary screen, dse1pr::URA3 reporter, 5-FOA selection | 1.8% of 190,000 active | S. cerevisiae dse1pr::URA3 reporter, 5-FOA growth OD615, 2 d; analog-sensitive cbk1-as2 kinase mutant strain | inhibition, % at 50 µM;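 active = inhibition above a set limit, 3 SD over mean compound inhibition, cut at about 8.4% in these data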;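 also: 0% = DMSO-only wells with no growth and 100% = 10 µM 1-NA-PP1 full growth; inhibition rescues growth on 5-FOA so higher OD means more RAM inhibition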
Hsp70 activator: Hsp70 transcriptional activators, primary screen, cell-based, HeLa, Hsp70 promoter luciferase, luminescence, 10 µM. HeLa Hsp70 promoter luciferase reporter; scaled: vehicle 0, proteasome-inhibitor control 100%. activation, % at 10 µM. 0.04% of 200,000 active. AID 1203, 2008;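 active = activation above the mean across all tested compounds plus 3 SD, cutoff set per campaign, cut at about 5.5% in these data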;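 also: 100% = MG132 at 30 µM as the positive control and 0% = DMSO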
S1P3 antagonist: S1P3 receptor antagonists, primary screen, cell-based | CHO S1P3 NFAT-BLA reporter, FRET fluorescence, antagonist mode | inhibition, % at 4.98 µM | 0.27% of 170,000 active | Sphingosine 1-phosphate receptor 3 (Homo sapiens), Q99500;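 active = inhibition above the plate cutoff, the mean inhibition of test wells on that plate plus 3 SD, cut at about 28% in these data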;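 also: cells challenged with S1P at its EC80 of 0.8 µM; blue over green emission ratio from cleaved BLA substrate after 4 h stimulation; 0% = S1P-stimulated wells and 100% = unstimulated DMSO-only wells; some compounds past the cut are filed as inactive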
Target sequence (Q99500 whole entry, looked up): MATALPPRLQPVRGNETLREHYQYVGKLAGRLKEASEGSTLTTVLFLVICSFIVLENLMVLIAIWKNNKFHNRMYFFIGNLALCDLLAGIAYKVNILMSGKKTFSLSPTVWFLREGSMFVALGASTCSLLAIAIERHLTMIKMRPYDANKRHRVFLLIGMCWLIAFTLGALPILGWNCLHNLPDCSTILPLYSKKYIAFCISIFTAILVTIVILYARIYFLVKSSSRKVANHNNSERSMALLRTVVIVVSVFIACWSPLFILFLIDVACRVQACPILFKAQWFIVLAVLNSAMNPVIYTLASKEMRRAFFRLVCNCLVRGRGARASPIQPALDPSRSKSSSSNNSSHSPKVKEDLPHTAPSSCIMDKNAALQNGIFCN
PMI act hi M6P: human PMI activators, high substrate, primary screen, biochemical, fluorescence intensity, near-saturating mannose 6-phosphate. coupled PMI enzyme assay, resazurin fluorescence, 20 min; stronger effect = higher value; 1 = untreated enzyme, 0 = substrate-free blank. activation factor at 20 µM. 0.34% of 190,000 active. AID 1216, 2008;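 active = activation factor of 2 or more at 20 µM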
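Test system: human phosphomannose isomerase with PGI, G6PDH, diaphorase coupling enzymes; amount: 15 ng/mL PMI; incubation: enzyme reaction with compound 20 min at room temperature; technique: resorufin fluorescence (Ex 544/Em 590 nm) from resazurin via diaphorase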
HMGR II inh: inhibitors of E. faecalis class II HMGR, primary screen, biochemical, Enterococcus faecalis; HMG-CoA reductase (Enterococcus faecalis, mvaE); purified E. faecalis HMGR, NADPH absorbance 340 nm kinetic; inhibition, % at 10 µM; 0.41% of 190,000 active; AID 1066, 2008;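 active = inhibition above a set limit, the median over all tested compounds plus 3 SD, cut at about 9.5% in these data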;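 also: enzyme runs in reverse so mevalonate oxidation gives rising NADPH absorbance; 0% = complete reaction with DMSO and 100% = background rate lacking mevalonate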
TNAP inh no acc: human TNAP enzyme inhibitors, primary screen, biochemical, luminescent, no phosphate acceptor, uHTS; Alkaline phosphatase, tissue-nonspecific isozyme (Homo sapiens), P05186; purified TNAP, CDP-star luminescence, 30 min; inhibition, % at 20 µM; 0.26% of 200,000 active;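 active = tissue-nonspecific alkaline phosphatase inhibition above about 50% at 20 µM in the single-dose screen, limit read from the data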;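 also: 0% = DMSO negative control and 100% = EDTA positive control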
TNAP inh hiacc: human TNAP enzyme inhibitors, primary screen, biochemical, luminescent, high phosphate acceptor level, uHTS; Alkaline phosphatase, tissue-nonspecific isozyme (Homo sapiens), P05186; purified TNAP, CDP-star luminescence, 1 M DEA; inhibition, % at 20 µM; 0.03% of 200,000 active;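 active = over 50% inhibition of tissue-nonspecific alkaline phosphatase at 20 µM in the single-dose screen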;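 also: plate controls were DMSO wells for no effect and EDTA-quenched wells as full inhibition for full effect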
L major viab: Leishmania major promastigote growth inhibition, primary screen | inhibition, % at 10 µM | Leishmania major promastigotes, resazurin fluorescence viability | 9% of 200,000 active; in the data active = inhibition above about 50%;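 also: promastigotes grown with compound for 44 hours at 28 °C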
DTT redox prof: compounds producing H2O2 with reducing agent – biochemical, NIH compound library profiling, artefact control for MLSCN library redox annotation, primary screen. 0.03% of 200,000 active. activation, % at 10 µM. DTT-dependent redox cycling H2O2, phenol red/HRP absorbance; 100% = 100 µM peroxide control, 0% = buffer. AID 878, 2007;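 active = activation of at least 50% relative to the plate's high and low controls in the primary single-dose screen; inactive = activation below 50%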;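 also: compound incubated with DTT at 0.8 mM final as the reducing agent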
The depositor's hits bear a star; . = no result given. An unsorted share of the library. Share with any hit: about 12%.

SMILES	PMI act	RAM inhibit	Hsp70 activator	S1P3 antagonist	PMI act hi M6P	HMGR II inh	TNAP inh no acc	TNAP inh hiacc	L major viab	DTT redox prof
COc1ccc(CNC(=S)NCc2ccc(OC(C)C)cc2)cc1	0.9	0.6	-0.2	8	0.9	-5	-5	1	44	-0.6
COc1coc(C(O)C[N+](=O)[O-])cc1=O (stereo unspecified)	1	0.3	-0.3	0	0.9	-4	-9	-2	-6	0.0
CC(C)CN(C(=O)CSc1nncn1-c1ccccc1)c1c(N)n(CC(C)C)c(=O)[nH]c1=O	1	3.1	-0.4	-7	1	6	-2	1	-9	-0.1
CCOC(=O)C1(Cc2cccc(F)c2)CCN(Cc2cnn(CC)c2)CC1	1	0.5	-0.3	18	1	-3	-10	-4	37	-1.6
O=C(Cc1cnc2ncnn2c1)N1CCc2c([nH]c3ccccc23)C1c1ccccn1 (stereo unspecified)	1.1	0.1	-0.4	6	1	-4	3	-6	-7	0.3
CC1(C)C(CO)=CC(=O)C2=C1SCC(=O)N2	1.1	0.9	-0.2	-2	1	-2	-11	-4	-6	0.2
C/C(=N\NC(=O)c1ccccc1NC(=O)c1ccc(Cl)cc1)c1ccncc1	1.1	-1.8	-0.6	7	1	-4	-17	-2	7	-1.2
CCNC(=O)COC(=O)c1cc(C)nc2ccccc12	0.9	-0.4	-0.2	12	0.9	-5	-16	-4	-4	-2.3
O=C(COc1ccc(CO)cc1Cl)Nc1ccc(F)cc1	1	1.9	0.1	.	1	-4	-11	-2	0	0.2
COCCN(C(=O)CNC(=O)c1cccs1)C(C(=O)NC(C)(C)C)c1ccccc1 (stereo unspecified)	0.9	2.4	-0.4	-33	1	-3	-10	-7	-4	-0.4
Cc1cccc(N2C(=O)SC(SC(=Nc3ccccc3)Nc3ccccc3)C2=O)c1 (stereo unspecified)	0.5	4.1	0.1	-3	0.6	-6	-6	-3	1	0.3
Cc1ccc(S(=O)(=O)N2CCN(C(=O)N(C)C)CC2)cc1C	1	0.0	-0.3	11	1	-3	-3	-4	-5	2.9
COc1ccc(C2C3=C(CCCC3=O)Nc3nc4ccccc4n32)cc1OC (stereo unspecified)	.	.	-0.2	0	.	.	.	.	0	3.0
O=C(CSc1oc(-c2cccs2)nc1S(=O)(=O)c1ccccc1)NC1CCCCC1	0.8	1.3	0.0	.	0.9	-2	-10	-4	98*	0.1
Brc1ccc(-c2nnc(-c3ccc4c(c3)OCO4)o2)o1	0.9	3.1	0.0	-34	0.9	0	-10	2	-5	1.6
O=[N+]([O-])c1ccc2c(c1)CNc1ccccc1O2	1	0.7	0.2	1	0.9	3	-15	-6	-1	-1.9
Cc1c(C(=O)N2CCC(C(N)=O)CC2)sc(N)c1C#N	0.9	4.1	0.0	-3	0.9	-9	-13	-2	-5	-0.8
N#Cc1ccc(Oc2cccnc2)cc1C#N	1	1.6	-0.1	14	1	0	-9	-3	-2	-0.4
O=[N+]([O-])C1=CC=C2C(=NC3(CCCCC3)N2O)C1=NC1CCCCC1	0.1	2.8	0.0	.	0.2	2	4	7	0	-3.5
Cc1ccccc1-c1ncc(CN2CCN(C3CCCCC3)C(CCO)C2)cn1 (stereo unspecified)	1	0.0	-0.1	-28	1	-1	1	0	56*	-0.5

2 consecutive entries already listed, quoted:
SMILES	PMI act	RAM inhibit	Hsp70 activator	S1P3 antagonist	PMI act hi M6P	HMGR II inh	TNAP inh no acc	TNAP inh hiacc	L major viab	DTT redox prof
COc1ccc(CNC(=S)NCc2ccc(OC(C)C)cc2)cc1	0.9	0.6	-0.2	8	0.9	-5	-5	1	44	-0.6
COc1coc(C(O)C[N+](=O)[O-])cc1=O (stereo unspecified)	1	0.3	-0.3	0	0.9	-4	-9	-2	-6	0.0

Other records
SMILES	PMI act	RAM inhibit	Hsp70 activator	S1P3 antagonist	PMI act hi M6P	HMGR II inh	TNAP inh no acc	TNAP inh hiacc	L major viab	DTT redox prof
O=CN1CCN(C(C(=O)NC2CCCC2)c2cc3c(cc2[N+](=O)[O-])OCO3)CC1 (stereo unspecified)	0.9	-0.8	-0.2	-7	0.7	1	-6	-2	-2	0.6
CC(=O)Nc1ccc(S(=O)(=O)NCc2cn3ccsc3n2)cc1	1.2	1.6	0.0	0	1.1	4	-2	-2	0	2.3
COCCN(C(=O)c1cccc(OC)c1)c1nnc(-c2ccncc2)s1	1.1	2.3	-0.2	-18	1.1	-5	7	-5	7	1.4
COc1ccc(-c2c(C)oc3c(CN4CCCCC4C)c(O)ccc3c2=O)cc1OC (stereo unspecified)	0.8	0.1	0.0	2	0.8	0	-10	-4	-1	-0.1
Cc1ccc(CCC(=O)Nc2ncc(Cc3cc(Cl)ccc3Cl)s2)o1	1	14*	-0.3	2	1	1	-7	-4	0	-0.7
CCN1CCN(C(=S)c2ccc(Cl)cc2)CC1	0.8	0.8	-0.1	.	0.9	-1	-17	0	88*	0.1
CC(O)CNCCCOc1cccc(C(F)(F)F)c1 (stereo unspecified)	1.1	0.0	-0.3	-5	1.2	0	-5	0	67*	0.3
COc1ccccc1CN1C[C@@H]2C[C@@H](c3cccc(O)c3)N3CCC[C@@]23C1=O	0.9	-1.6	-0.3	-2	0.9	-7	-2	1	20	-0.9
O=C(/C=C/c1ccco1)NC(=S)Nc1cccc([N+](=O)[O-])c1	0.9	3.6	-0.4	-5	0.9	-14	-10	-1	-1	0.9
COc1ccc(S(=O)(=O)N(C)C)cc1NC(=O)COC(=O)c1nn(C)c(=O)c2ccccc12	1.1	2.4	0.0	5	1	-3	1	-1	-5	-1.3
COc1ccccc1C(=O)COC(=O)c1ccc(N(C)C)cc1	1	-1.1	0.3	-16	1	-2	-17	-1	-4	-2.0
CN1C(=O)c2ccccc2C(C(=O)O)C1c1cccc([N+](=O)[O-])c1 (stereo unspecified)	1.1	0.6	0.3	-1	1.1	0	-6	-7	7	-3.1
COc1ccc(C2CC(=O)N(CC(=O)NCC3CCCO3)c3ccccc3S2)cc1OC (stereo unspecified)	1	0.0	0.1	-6	1	0	-6	2	2	-0.2
CC(C(=O)NCC1(c2ccccc2)CCCC1)N1CCOCC1 (stereo unspecified)	0.9	1.4	0.0	-15	1	-5	-8	-1	-4	4.7
O=C(Nc1nn[nH]n1)c1cccc(Oc2ccccc2)c1	1	0.8	-0.2	.	1.1	-1	4	-5	-4	-2.2
O=C(Nc1cccnc1)c1sc(Nc2ccccc2F)nc1-c1ccccc1	1.1	6.2	0.1	-6	1.1	3	-8	-5	-5	1.4
Cc1ccccc1C(=O)NNC(=S)NC(=O)c1ccc(Cl)cc1Cl	1.1	3.4	-0.1	.	1.2	-2	0	12	-6	0.0
CCOC(=O)C1=C(O)/C(=C/c2ccc(OCC(=O)O)c(OCC)c2)SC1=Nc1ccc(OC)cc1	1	9.4*	0.1	-3	1	5	-18	4	62*	0.2
CCOC(=O)c1c(C)[nH]c(C(=O)COC(=O)CCC(=O)c2ccc3c(c2)OCCO3)c1C	0.9	2.5	-0.1	-28	0.9	-1	-3	-6	-4	-0.7
Cc1nc(/N=C(\N)Nc2ccccc2)nc2ccccc12	1	1.1	0.7	.	1	-3	-15	-2	9	0.7
Cc1[nH]nc2c1C(c1ccco1)C(C#N)=C(N)O2 (stereo unspecified)	1.2	1.9	-0.1	-2	1.1	3	20	9	25	-1.0
CNC(=O)c1cc(OCC(F)(F)F)ccc1OCC(F)(F)F	1	-0.5	-0.4	-23	1	-3	-9	-6	1	-0.6
OCC1(Cc2ccccc2)CCCN(Cc2cn[nH]c2-c2ccccc2)C1 (stereo unspecified)	0.9	-0.4	-0.3	8	1	-2	3	-4	1	-0.7
O=C(Nc1ccc(N2CCOCC2)c(Cl)c1)c1cc2ccccc2o1	1	3.1	0.1	.	1	-4	-7	-5	42	-0.8
CC(=O)NS(=O)(=O)c1ccc(NC(=S)NC(=O)Cc2ccccc2)cc1	1	0.5	0.1	9	1	-2	-13	-7	-5	-1.2
CC1(C)Cc2c(c(-c3ccccc3)[nH]c(=O)c2C#N)CS1	1	1.6	-0.1	.	1.1	0	-9	-4	-6	0.0
COc1ccc(Cn2ccc(=O)c(Cc3c(Cl)cccc3Cl)c2C)cc1	1	2.3	-0.4	.	1	-3	-7	-4	22	2.1
O=C(COC(=O)COc1ccccc1)Nc1ccc(S(=O)(=O)N2CCOCC2)cc1	1.1	2.5	-0.1	-16	1	-1	-12	-4	-1	-0.2
Cc1cc(C)c2c(N)c(C(=O)Nc3ncc(C)s3)sc2n1	1	1.2	-0.7	.	1	-1	-13	-2	68*	0.5
CC(=O)Nc1cccc(C(=O)OCC(=O)NC(C)c2ccc(F)cc2)c1 (stereo unspecified)	1	-0.2	-0.4	2	0.9	-7	-14	-5	1	-1.6
COc1ccc(C/C(O)=C(\C#N)c2nc3ccccc3s2)cc1	0.9	0.7	-0.4	.	1	-2	-14	-4	-15	-1.1
CC[N+](C)(C)CCN(Cc1ccc(Cl)cc1)c1ccccn1	1	0.4	-0.3	.	1	-5	-9	-2	-5	-0.1
O=C1c2ccccc2C(=O)N1c1ccc(S(=O)(=O)N2CCN(c3ccccc3)CC2)cc1	0.9	4.3	-0.2	5	0.9	-1	-5	-2	-7	0.1
CC(C)c1ccccc1NS(C)(=O)=O	1	-0.7	-0.2	-6	1	4	-7	-6	-5	-0.4
C=CCOc1ccc(/C(O)=C2\C(=O)C(=O)N(CCCOC)C2c2ccc(O)c(OC)c2)cc1 (stereo unspecified)	1	5.6	-0.1	-8	0.9	0	1	-5	-8	2.0
CCSc1nc2c(c(=O)[nH]1)C(C(C)C)C(C#N)=C(N)O2 (stereo unspecified)	1	-0.6	0.0	4	1	-4	6	-8	-8	-1.9
CC(CN(C)Cc1ccccc1)OC(=O)c1cccs1 (stereo unspecified)	1	1.2	-0.4	-11	0.9	-1	-5	-1	-1	-1.3
COc1ccccc1C(=O)Nc1nnc(-c2ccc3c(c2)CCCC3)o1	1.1	2.1	0.2	-39	1	-8	-5	-1	-2	-2.6
Cc1ccc(NC(=O)COC(=O)Cc2ccsc2)c(C)c1	0.9	0.5	0.0	-19	1	0	-7	2	1	-1.1
Cc1cc2c3c(c1C)C1(C(=O)N3C(C)(C)CC2C)C(C#N)=C(N)Oc2cc(O)ccc21 (stereo unspecified)	0.9	1.0	-0.2	.	0.9	0	10	-5	70*	0.2
NNC(=O)c1sc2cc(C(F)(F)F)cnc2c1-c1ccccn1	1	0.5	-0.3	-8	0.9	-2	-7	-7	-1	-0.9
